NF-kB expr up – compounds increasing NF-kB expression in human neuronal cells. NF-kB reporter expression; hits give high values. fold change at 12.5 µM. actives 1.6% (n = 190,000); in the data active = fold change above about 3.3
RAM inhibit – yeast RAM network inhibition; S. cerevisiae dse1pr::URA3 reporter, 5-FOA growth OD615, 2 d; analog-sensitive cbk1-as2 kinase mutant strain; inhibition, % at 50 µM; actives 1.8% (n = 190,000); AID 868;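 active = inhibition above a set limit, 3 SD over mean compound inhibition, cut at about 8.4% in these data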;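 note: 0% = DMSO-only wells with no growth and 100% = 10 µM 1-NA-PP1 full growth; inhibition rescues growth on 5-FOA so higher OD means more RAM inhibition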
STAT1 blocker – inhibitors of IFN-gamma induced STAT1 signaling; NIH 3T3 STAT1-luciferase reporter, luminescence; actives 0.35% (n = 200,000); inhibition, % at 5.5 µM;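 active = inhibition above a set limit, the mean inhibition across all tested compounds plus 3 SD, cut at about 34% in these data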;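 note: 0% = IFN-gamma with DMSO and 100% = IFN-gamma with 300 µM nifuroxazide; values of inactives mirror those of a sister screen read the other way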
APP transl inh – APP translation inhibition | SH-SY5Y APP 5'UTR-luciferase reporter, luminescence | inhibition, % at 2 µM | actives 0.82% (n = 190,000);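 active = inhibition above a set limit, derived from the sample mean plus 3 SD, cut at about 45% in these data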; note: values of inactives mirror those of a sister screen read the other way
APP 5'UTR act – APP 5'UTR luciferase reporter activation; SH-SY5Y APP 5'UTR luciferase reporter, luminescence; zero percent = DMSO vehicle wells; activation, % at 2 µM; actives 1% (n = 190,000); AID 1276;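 active = activation above a set limit, based on mean plus 3 SD of controls, cut at about 140% in these data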; note: values of inactives mirror those of a sister screen read the other way
STAT3 blocker – STAT3 signaling inhibition | U3A cells, IL-6 STAT3-luciferase reporter, luminescence; host cell line lacks STAT1 | inhibition, % at 5.5 µM | actives 0.89% (n = 190,000);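 active = inhibition above the mean inhibition across all screened compounds plus 3 SD, cut at about 44% in these data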;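 note: 0% = DMSO only wells and 100% = 100 µM nifuroxazide control wells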
FLuc inhib CS – Photinus pyralis luciferase inhibition counter-screen. inhibition, % at 10 µM. ATPLite firefly luciferase biochemical luminescence, 10 min. P08659. actives 1.5% (n = 200,000);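 active = inhibition above about 50% when tested at 10 µM, limit read from the data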
Target sequence (P08659 whole entry, looked up): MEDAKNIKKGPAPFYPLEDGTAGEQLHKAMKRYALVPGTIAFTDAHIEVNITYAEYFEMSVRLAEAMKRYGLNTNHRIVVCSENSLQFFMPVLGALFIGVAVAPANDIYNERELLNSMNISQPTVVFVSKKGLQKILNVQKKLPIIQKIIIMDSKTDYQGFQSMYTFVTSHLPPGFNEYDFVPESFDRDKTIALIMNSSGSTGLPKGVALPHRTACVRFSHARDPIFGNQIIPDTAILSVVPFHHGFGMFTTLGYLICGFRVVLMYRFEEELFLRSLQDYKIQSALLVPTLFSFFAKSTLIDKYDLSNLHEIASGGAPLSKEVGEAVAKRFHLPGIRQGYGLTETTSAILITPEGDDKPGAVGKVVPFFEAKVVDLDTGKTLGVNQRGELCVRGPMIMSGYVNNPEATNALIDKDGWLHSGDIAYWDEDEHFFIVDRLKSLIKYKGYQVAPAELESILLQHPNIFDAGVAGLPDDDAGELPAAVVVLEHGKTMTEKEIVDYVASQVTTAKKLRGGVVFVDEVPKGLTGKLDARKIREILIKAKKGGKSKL
Hsp70 activator – switches on Hsp70 transcription; HeLa Hsp70 promoter luciferase reporter, luminescence; scaled: vehicle 0, proteasome-inhibitor control 100%; activation, % at 10 µM; actives 0.04% (n = 200,000); AID 1203;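 active = activation above the mean across all tested compounds plus 3 SD, cutoff set per campaign, cut at about 5.5% in these data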;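 note: 100% = MG132 at 30 µM as the positive control and 0% = DMSO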
STAT3 activator – STAT3 signaling activation. U3A cells, IL-6 STAT3-luciferase reporter, luminescence; 100% = signal with IL-6 EC80 alone. actives 0.91% (n = 190,000). activation (% of control), % at 5.6 µM. AID 871;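 active = activation above the screen-wide mean of compound activation plus 3 SD, cut at about 130% in these data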;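 note: 0% = background luminescence of wells with medium and substrate only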
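Material: STAT3-luciferase reporter U3A cells. Controls: IL-6-treated wells, 100% activation. Read-out: % activation versus median of IL-6-stimulated wells. Probe or stimulus: IL-6 stimulus at 33 ng/mL final. Timing: compound 1 h, then IL-6 6 h at 37 °C. Signal: reporter luminescence signal.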
STAT1 activator – activators of IFN-gamma induced STAT1 signaling; actives 2.6% (n = 200,000); NIH 3T3 STAT1-luciferase reporter, luminescence; 100% = IFN-gamma alone, no compound; activation (% of control), % at 5.5 µM;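 active = activation above the screen-wide mean activation plus 3 SD, cut at about 130% in these data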;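 note: raw ratio to IFN-gamma control signal so 100% means no change and 0% no light; values of inactives mirror those of a sister screen read the other way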
An asterisk follows results filed as active; nt = not tested or not shown.

cpd	smiles	NF-kB expr up	RAM inhibit	STAT1 blocker	APP transl inh	APP 5'UTR act
1	Cc1ccc(C(=O)N(Cc2nc3ccccc3c(=O)[nH]2)C2CCCC2)cc1	1	-0.1	8	-22	22
2	Cc1sc(NC(=O)CCCC(=O)O)c(C#N)c1C	1.1	-1.0	-5	7	-7
3	COc1cc(/C=N/NC(=O)CCNC(=O)c2ccccc2Cl)ccc1O	1.2	1.9	1	-8	8
4	C=C(C)c1cccc(C(C)(C)NC(=O)Nc2ccc(OC)cc2)c1	1	2.8	-3	-12	12
5	Cc1cc(C(=O)NNC(=O)c2cccc(S(=O)(=O)N3CCOCC3)c2)c2ccccc2n1	0.93	1.6	-2	0	0
6	COc1ccc2[nH]c(-c3cccc(F)c3)cc(=O)c2c1	5.5*	0.3	-30	93*	-93
7	Cc1c2ccccc2cc[n+]1CCCS(=O)(=O)[O-]	0.93	1.0	2	-3	3
8	Cc1nc(NC(=O)c2ccc(Cl)cc2)sc1-c1csc(Nc2cccc(F)c2)n1	1.3	7.2	-28	-67	67
9	O=C(Nc1ccc2c(c1)CCC2)c1cc(S(=O)(=O)N2CCN(c3ccccc3)CC2)ccc1Cl	1.2	2.3	6	-8	8
10	CC(C)C(=O)Nc1cccc(NC(=S)NC(=O)c2ccc(Cl)cc2)c1	1.4	-1.1	-10	-23	23
11	CC(C)N(C(=O)COC(=O)[C@H](C)NC(=O)c1ccco1)c1ccccc1	1.3	0.7	3	9	-9
12	CCOC(=O)N1CCN(CC(O)c2ccc3c(c2)CCN3)CC1 (stereo not drawn)	1	1.1	-5	-2	2

cpd	STAT3 blocker	FLuc inhib CS	Hsp70 activator	STAT3 activator	STAT1 activator
1	6	-5	-0.3	96	91
2	11	-8	-0.2	96	105
3	0	10	-0.3	102	97
4	6	-9	-0.1	102	102
5	10	-3	-0.2	96	103
6	-60	25	0.6	148*	128
7	23	-7	0.0	88	97
8	39	13	0.1	76	126
9	-3	-4	-0.3	103	94
10	30	0	-0.4	79	110
11	8	-4	-0.2	98	99
12	0	-3	-0.2	103	104

Structures from the list above that have an aryl methoxy group:
cpd	smiles	NF-kB expr up	RAM inhibit	STAT1 blocker	APP transl inh	APP 5'UTR act
3	COc1cc(/C=N/NC(=O)CCNC(=O)c2ccccc2Cl)ccc1O	1.2	1.9	1	-8	8
4	C=C(C)c1cccc(C(C)(C)NC(=O)Nc2ccc(OC)cc2)c1	1	2.8	-3	-12	12
6	COc1ccc2[nH]c(-c3cccc(F)c3)cc(=O)c2c1	5.5*	0.3	-30	93*	-93

cpd	STAT3 blocker	FLuc inhib CS	Hsp70 activator	STAT3 activator	STAT1 activator
3	0	10	-0.3	102	97
4	6	-9	-0.1	102	102
6	-60	25	0.6	148*	128

More results follow.
cpd	smiles	NF-kB expr up	RAM inhibit	STAT1 blocker	APP transl inh	APP 5'UTR act
13	O=C(/C=C/c1ccco1)N1CCN(c2ccccc2)CC1	1.5	0.0	2	4	-4
14	Clc1ccc(NNc2ccnc3cc(Cl)ccc23)cc1	1.2	1.2	2	0	0
15	Cc1csc(NC(=O)c2ccc3c(=O)n4c(nc3c2)CCCCC4)n1	1.9	-0.7	-23	-148	148*
16	O=C(NNc1cccc(Cl)n1)Nc1ccccc1Cl	1.1	5.2	4	-17	17
17	OCCNCC12CC3CC(CC(C3)C1)C2	0.98	2.0	-11	4	-3
18	O=C(NCc1ccco1)C1CCN(S(=O)(=O)c2cccc3cccnc23)CC1	1.6	0.2	nt	-6	6
19	CC(=O)Nc1cccc(Oc2ccc(-c3noc(C)n3)cc2)c1	2.6	-1.0	-39	-89	89
20	Cc1cccn2c(=O)c3cc(C(=O)NCCCN4CCCC4=O)n(C)c3nc12	1.4	0.7	-15	-24	24
21	Nc1c(NCCN2CCOCC2)c2ccccc2oc1=O	1.2	1.8	3	-9	9
22	S=C(NCc1ccc(Cl)cc1)Nc1ccccc1Cl	1.2	1.4	-6	2	-2
23	Cc1ccc(C(=O)Nc2cnc3sc(C)nn3c2=O)cc1	1.9	1.2	-25	-38	nt
24	COc1cccc(NC(=O)N2CCN(c3ccc(C(F)(F)F)cn3)CC2)c1	0.86	5.0	19	-3	3

cpd	STAT3 blocker	FLuc inhib CS	Hsp70 activator	STAT3 activator	STAT1 activator
13	1	6	-0.2	101	98
14	26	-2	0.0	84	94
15	-1	34	0.3	103	121
16	-4	-2	-0.1	105	96
17	1	-8	-0.1	101	109
18	nt	-10	nt	nt	nt
19	3	21	-0.1	97	138*
20	16	0	-0.5	89	114
21	1	0	-0.1	103	98
22	-4	-6	0.2	102	105
23	0	10	-0.3	102	123
24	31	-5	-0.2	76	83

Excerpt: compounds 1 to 6
cpd	smiles	NF-kB expr up	RAM inhibit	STAT1 blocker	APP transl inh	APP 5'UTR act
1	Cc1ccc(C(=O)N(Cc2nc3ccccc3c(=O)[nH]2)C2CCCC2)cc1	1	-0.1	8	-22	22
2	Cc1sc(NC(=O)CCCC(=O)O)c(C#N)c1C	1.1	-1.0	-5	7	-7
3	COc1cc(/C=N/NC(=O)CCNC(=O)c2ccccc2Cl)ccc1O	1.2	1.9	1	-8	8
4	C=C(C)c1cccc(C(C)(C)NC(=O)Nc2ccc(OC)cc2)c1	1	2.8	-3	-12	12
5	Cc1cc(C(=O)NNC(=O)c2cccc(S(=O)(=O)N3CCOCC3)c2)c2ccccc2n1	0.93	1.6	-2	0	0
6	COc1ccc2[nH]c(-c3cccc(F)c3)cc(=O)c2c1	5.5*	0.3	-30	93*	-93

cpd	STAT3 blocker	FLuc inhib CS	Hsp70 activator	STAT3 activator	STAT1 activator
1	6	-5	-0.3	96	91
2	11	-8	-0.2	96	105
3	0	10	-0.3	102	97
4	6	-9	-0.1	102	102
5	10	-3	-0.2	96	103
6	-60	25	0.6	148*	128

The results go on:
cpd	smiles	NF-kB expr up	RAM inhibit	STAT1 blocker	APP transl inh	APP 5'UTR act
25	Cc1nc2ccccc2nc1OCC(=O)Nc1ccccc1	1	1.4	8	13	-13
26	CC(C)(C)C1=CC(=Nc2ccccc2N)C=C(C(C)(C)C)C1=O	0.92	0.0	8	0	0
27	CCOC(=O)C(C)n1nc(/C=C/c2ccc(OC)cc2)ccc1=O (stereo not drawn)	1.2	1.7	5	-14	14
28	CCOC(=O)c1cc(NC(=O)N2CCCc3ccccc32)c(C)nc1C	1	0.1	-1	-4	4
29	Cc1cc(C)nc(NC(=O)c2ccc3c(c2)OCO3)c1	1.6	-0.5	-10	-18	18
30	CCOc1cc(/C=C2/C(=O)N(c3ccccc3)N=C2C)ccc1OC(=O)c1cccs1	1.1	2.3	-4	-6	6
31	CCOC(=O)C(=O)N1CCC(Cc2ccccc2)CC1	1.1	-1.0	-1	-12	12
32	CCOC(=O)C1CCN(C(=O)Cc2cccs2)CC1	0.98	1.6	-4	9	-9
33	COc1ccc(OC)c(-c2csc(NC(=O)Cc3cccs3)n2)c1	1.2	8.6*	-1	16	-16
34	CSc1nc2c(c(=O)[nH]1)C(c1ccc(Cl)cc1)CC(=O)N2 (stereo not drawn)	1.2	2.4	2	2	-2
35	COc1ccc(C(=O)Cn2c(NCCO)nc3ccccc32)cc1	0.92	2.0	-1	8	-8
36	CCCCNC(=O)/C=C/c1cccs1	1.5	4.7	-11	0	0

cpd	STAT3 blocker	FLuc inhib CS	Hsp70 activator	STAT3 activator	STAT1 activator
25	2	-11	-0.5	100	93
26	-3	-9	-0.4	101	93
27	11	-2	-0.2	93	96
28	-10	-2	-0.3	112	101
29	16	56*	-0.3	91	107
30	3	-8	-0.3	102	104
31	6	-3	-0.2	100	99
32	-4	-2	-0.3	107	104
33	24	12	-0.2	85	100
34	4	-8	-0.2	99	97
35	8	1	-0.2	97	101
36	10	4	-0.2	94	110

Further results
cpd	smiles	NF-kB expr up	RAM inhibit	STAT1 blocker	APP transl inh	APP 5'UTR act
37	Cc1ccc2nc3nc(NCC4CCCO4)c(C(=O)NC4CCCC4)cc3c(=O)n2c1 (stereo not drawn)	0.94	2.0	0	0	0
38	COc1cc(-c2noc(CCC(N)=O)n2)cc(OC)c1OC	0.87	-0.7	2	-3	3
39	CCc1c(C)nc2ncnn2c1NCCc1ccc(Cl)cc1	0.89	0.2	23	5	-5
40	Cc1[nH]n(-c2ccccc2)c(=O)c1N=Nc1ccc2c(c1)OCCO2	2.8	3.2	-22	-82	82
41	c1ccc(-c2cc(-c3ccncc3)nc3ccc4ccccc4c23)cc1	0.62	5.2	3	-15	15
42	COc1cc2c(cc1OC)C(=S)NC1(CCCC1)C2	1.1	0.4	-4	-8	8
43	CCCn1c(=O)c2ccccc2n2c(SCCOc3ccc(OC)cc3)nnc12	1.3	4.5	-4	-6	6
44	Cc1c(NS(=O)(=O)c2ccc3c(c2)c(=O)n(C)c(=O)n3C)c(=O)n(-c2ccccc2)n1C	1	0.2	-2	6	-6
45	CCN(CC)c1ccc(/C=N/N2CCOCC2)c(O)c1	2.8	0.8	-48	-55	55
46	Cc1sc(NC(=O)CN(Cc2ccc(F)cc2)C(=O)C(C)(C)C)c(C(N)=O)c1C	1.1	5.9	-4	-18	18
47	CCC(C)c1ccc(NC(=S)NC2CCN(Cc3ccccc3)CC2)cc1 (stereo not drawn)	0.67	-0.5	5	18	-18
48	COc1ccc(/C=N/NC(=O)c2ccc(-c3ccccc3)cc2)cc1O	0.67	0.7	-7	6	-6

cpd	STAT3 blocker	FLuc inhib CS	Hsp70 activator	STAT3 activator	STAT1 activator
37	0	-6	-0.4	96	100
38	6	-6	-0.3	99	98
39	54*	-2	-0.4	56	77
40	0	23	0.5	107	120
41	-4	-8	-0.6	101	98
42	-9	-10	-0.3	108	104
43	-6	-5	0.0	109	105
44	1	-6	-0.1	106	102
45	3	18	0.2	101	142*
46	-1	-4	-0.1	100	104
47	5	-5	-0.4	92	95
48	8	2	-0.2	97	106

Next records
cpd	smiles	NF-kB expr up	RAM inhibit	STAT1 blocker	APP transl inh	APP 5'UTR act
49	CCOc1ccc(-n2cc(-c3ccccc3)c3c(N4CCOCC4)ncnc32)cc1	0.29	2.2	32	8	-8
50	O=C1c2ccccc2C(Nc2ccc(-c3nc4ccccc4[nH]3)cc2)N1Cc1ccco1 (stereo not drawn)	0.59	-0.3	-4	-14	14
51	CSc1ncccc1C(=O)OCn1nnc2ccccc2c1=O	1	-0.4	-5	10	-10
52	CCOc1cc(/C=C/c2cc(C(=O)O)c3ccccc3n2)ccc1O	1.6	4.5	-3	-3	3
53	COc1cc(CCC(=O)Nc2ccc(S(=O)(=O)NC3=NCCCCC3)cc2)cc(OC)c1OC	1	0.9	1	-8	8
54	Cc1cc(C(=O)CSc2ccc3c(c2)OCCO3)c(C)n1C1CC1	2.5	5.1	-38	-56	56
55	CCC/C(=N\NC(=O)c1csc(C)c1C)c1cccs1	1.8	2.4	-20	-45	45
56	CN(C)CCNc1nc2c(c(=O)[nH]c(=O)n2C)n1CC(O)COc1ccc(Cl)cc1Cl (stereo not drawn)	0.85	1.2	12	-1	1

cpd	STAT3 blocker	FLuc inhib CS	Hsp70 activator	STAT3 activator	STAT1 activator
49	15	-8	-0.1	95	69
50	21	-2	0.1	87	104
51	-6	3	0.1	110	104
52	12	73*	-0.4	92	103
53	8	-4	-0.1	94	99
54	0	13	-0.1	103	133*
55	-3	42	0.2	108	118
56	13	-4	-0.1	93	89
